# KCNQ2 inh: KCNQ2 potassium channel inhibitors, primary screen, cell-based, CHO-K1, FluxOR thallium flux, B-score (AID 2156) | Potassium voltage-gated channel subfamily KQT member 2 (Rattus norvegicus), O88943 | 20 min; hits give low values | B-score at 10 µM | 310,000 compounds, 1.1% hits;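 active means fluorescence ratio B-score at most minus 3 library SDs, with starting brightness B-score within 2 library SDs, cut at about -5.5 in these data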
# Target sequence (O88943 whole entry, looked up): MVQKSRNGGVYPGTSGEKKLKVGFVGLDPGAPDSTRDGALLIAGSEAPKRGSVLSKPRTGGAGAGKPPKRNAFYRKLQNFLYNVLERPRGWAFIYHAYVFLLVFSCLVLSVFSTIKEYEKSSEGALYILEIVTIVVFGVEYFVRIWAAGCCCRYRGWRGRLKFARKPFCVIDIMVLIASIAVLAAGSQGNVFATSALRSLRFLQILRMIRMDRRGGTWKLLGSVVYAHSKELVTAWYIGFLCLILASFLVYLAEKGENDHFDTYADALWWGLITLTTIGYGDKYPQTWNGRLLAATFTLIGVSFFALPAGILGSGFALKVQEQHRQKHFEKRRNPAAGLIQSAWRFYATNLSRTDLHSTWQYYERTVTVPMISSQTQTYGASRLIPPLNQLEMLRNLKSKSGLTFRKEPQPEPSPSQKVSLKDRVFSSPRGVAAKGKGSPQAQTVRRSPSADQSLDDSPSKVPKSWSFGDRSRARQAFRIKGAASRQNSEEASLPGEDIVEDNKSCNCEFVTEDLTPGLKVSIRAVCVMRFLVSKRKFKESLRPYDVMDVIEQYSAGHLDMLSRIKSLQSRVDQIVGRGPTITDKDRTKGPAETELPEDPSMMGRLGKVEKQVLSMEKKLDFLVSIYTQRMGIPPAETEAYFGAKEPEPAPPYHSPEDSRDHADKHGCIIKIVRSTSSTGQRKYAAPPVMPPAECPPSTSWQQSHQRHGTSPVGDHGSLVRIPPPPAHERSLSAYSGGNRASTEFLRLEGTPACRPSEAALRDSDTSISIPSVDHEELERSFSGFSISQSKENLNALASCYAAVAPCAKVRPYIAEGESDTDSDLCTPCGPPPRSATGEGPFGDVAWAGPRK
# CHT inh: inhibitors of human choline transporter CHT. 310,000 compounds, 0.86% hits. B-score at 10 µM. CHT-expressing cells, membrane potential dye, choline response; hits give low values. High affinity choline transporter 1 (Homo sapiens), Q9GZV3;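 active means B-score over 3 SD under the library average, and starting fluorescence ratio not unusually high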;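 further: choline stimulus applied at its EC90 after an EC20 pre-addition; B-score computed on integrated fluorescence ratio after choline addition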
# Active calls of the source: *; i = inactive; . = not tested or not shown. Rows are unselected; any-hit rate near 1.9%.
SMILES,KCNQ2 inh,CHT inh
COc1ccccc1C(=O)C1CCCN(C(=O)c2cc(CC(C)C)nc(C)n2)C1 (configuration not stated),i,i
CCCCn1c(SCC(=O)NCc2ccco2)nc2ccccc2c1=O,i,i
CC(C)(CO)CNC1CCCN(C2Cc3ccccc3C2)C1 (configuration not stated),i,i
CCCCn1c(=O)cc(O)c2ccccc21,i,i
CSc1ccccc1NC(=O)CSCc1ccc(Br)cc1,i,i
Cc1ccc(OCC(=O)Nc2cc(NC(=O)COc3ccc(C)c(C)c3)cc(C(=O)O)c2)cc1C,i,i
CN1CCN(CCCNC(=O)c2ccc(/C=C3\Oc4ccccc4N(Cc4ccccc4F)C3=O)cc2)CC1,i,i
CCOc1ccc(NC(=O)c2cccnc2C(=O)O)cc1,i,i
O=C(N/N=C/C=C/c1ccco1)c1ccncc1,i,i
COC(=O)C1=C(C)NC(=O)CC1c1cc(Br)ccc1F (configuration not stated),i,i
Cc1ccc(S(=O)(=O)N/N=C/c2ccc(C(=O)O)cc2)cc1,i,i
COc1cc(C(=O)N/N=C/c2cn(Cc3cccc(F)c3)c3ccccc23)ccc1O,i,i
COc1ccc(C(=O)COc2ccc(F)cc2)c(O)c1C,i,i
Cc1cccc(NC(=O)Nc2ccc(F)cc2)n1,i,i
O=c1c2ccccc2nnn1CSc1nnc(-c2ccc3c(c2)OCO3)o1,i,i
Cc1ccc(CNC(=O)CSc2ncc(C(=O)Nc3ccccc3)c(=O)n2C)cc1,i,i
CCOC(=O)N1CCN(C(=O)c2cc3sccc3n2C)CC1,i,i
C[N+]1(CC(=O)OCCCc2ccccc2)CCCC1,i,i
COc1ccc(C(=O)NC2CCN(C(=S)NCc3ccco3)CC2)cc1,i,i
COc1ccc(CN2CCN(C(=O)C3CC(=O)N(C4CCCCCC4)C3)CC2)c(OC)c1OC (configuration not stated),i,i
CCCOc1ccc(NC(=O)CC2C(=O)N(c3ccc(OCC)cc3)C(=S)N2C2CC2)cc1 (configuration not stated),i,i
O=C(COc1ccc([N+](=O)[O-])cc1)NCc1ccncc1,i,i
COc1ccc(CCNS(=O)(=O)c2ccc(-c3ccc(=O)[nH]n3)o2)cc1OC,i,i
O=C1c2ccccc2C(=O)N1Cc1cc(-c2ccccc2)no1,i,i
CN(C)CCCNC(=O)c1ccc(-c2nc(-c3ccc(Cl)cc3)cs2)cc1,-12*,i
CC(C)N(Cc1cnn(C)c1)Cc1nc(Cc2ccccc2Cl)no1,i,i
CCCCC1=CC2=CC(=O)C(C)(OC(=O)CC)C(=O)C2=CN1CCN1CCOCC1 (configuration not stated),i,i
CC(C)CCNC(=O)[C@H](CSCc1ccccc1)N1Cc2ccccc2C1=O,i,i
CCCCCCCNC(=O)c1ccc(N2CCC3(CC2)OCCO3)c([N+](=O)[O-])c1,i,i
COCCNC(=O)CSc1ccccc1C(=O)NC1CCCc2ccccc21 (configuration not stated),i,i
CCCCNC(=O)CN1C(=O)NC2(CCOc3ccccc32)C1=O (configuration not stated),i,i
Fc1ccc2[nH]c3c(Cl)ncnc3c2c1,i,i
CCn1cc(CCCC(=O)NCc2cccc(OC)c2)c2ccccc21,i,i
COc1ccccc1NC(=O)Nc1sccc1-c1nc2ccccc2s1,i,i
CC1CN(c2ncnc3c2oc2ccccc23)CC(C)O1 (configuration not stated),i,i
C/C(=N\N=C1\NC(=O)C(Cc2ccccc2)S1)c1ccccc1 (configuration not stated),i,i
CCCC(=O)Nc1sc(C)c(-c2ccc(OC)cc2)c1C#N,i,i
c1ccc(CSc2nnc3c4ccccc4c4ccccc4c3n2)cc1,i,i
COc1ccccc1NC(=O)c1ccc2c(c1)C(=O)N(c1ccccc1OC)C2=O,i,i
O=C(O)c1ccccc1C(=O)Nc1ccc(-n2nccc2C(F)(F)F)cc1,i,i
O=C(/C=C/c1ccc(Cl)cc1Cl)N1CCN(c2ccccc2[N+](=O)[O-])CC1,i,i
COc1ccc(CCNC(=O)c2ccc(CS(=O)(=O)c3ccc(C)cc3)o2)cc1OC,i,i
COc1ccccc1NC(=O)Cn1cnc2c(oc3nc4c(cc32)CCCC4)c1=O,i,i
O=C(O)c1ccccc1Nc1ccc([N+](=O)[O-])cc1C(=O)O,i,i
O=C(CN1CCCC1)Nc1ccc(-c2nc3cc(NC(=O)CN4CCCC4)ccc3o2)cc1,i,i
CC1CCCN(C(=O)COC(=O)CNS(=O)(=O)c2ccc3ccccc3c2)C1 (configuration not stated),i,i
CCOc1ccc2sc(NS(=O)(=O)c3ccc(N)cc3)nc2c1,i,i
Cc1nc(C(=O)N(C)C)nn1-c1ccc(Cl)cc1Cl,i,i
CNC(=S)N(CCc1c(C)[nH]c2ccc(C)cc12)Cc1cccs1,i,i
O=C(N/N=C1/CC2C=CCC12)c1ccco1 (configuration not stated),i,i
COc1cc(NC(=O)c2ccco2)c(C(=O)O)cc1OC,i,i
OC[C@H]1O[C@H](OCc2ccccc2)[C@H](O[C@@H]2OC[C@@H](O)[C@H](O)[C@H]2O)[C@@H](O)[C@@H]1O,i,i
O=C(O)C1CCN(c2ccc(Cl)nn2)CC1,i,i
CCN(CCNC(=O)Cn1cc2c(n1)CCCC2)c1ccccc1,i,i
Cc1ccc(CCN2CC(C(=O)NCCCN3CCCCC3)CC2=O)cc1 (configuration not stated),i,i
CCCCC(CCCCl)C(=O)Nc1ccccc1 (configuration not stated),i,i
CCCS(=O)(=O)N1CCN(c2ccccc2F)CC1,i,i
CN(C)Cc1c(O)ccc2occ(C(=O)c3ccccc3)c12,i,i
CC(C)(C)c1ccc(NC(=O)c2cc[n+]([O-])cc2)cc1,i,i
CC1=NN(S(=O)(=O)c2ccc(Cl)cc2Cl)C(=O)c2ccccc2O1,i,i

# The results go on.
SMILES,KCNQ2 inh,CHT inh
O=C(COc1ccccc1C(=O)NCc1ccccn1)Nc1ccc(Br)cc1,i,i
Cc1cc(C)c(S(=O)(=O)N(C)c2ccccc2)c(C)c1,-7.5*,i
O=c1c2ccccc2nc(-c2ccco2)n1/N=C/c1ccco1,i,i
COc1ccc(CCN2CC(C(=O)NCc3ccccc3)CCC2=O)cc1 (configuration not stated),i,i
COc1ccc2[nH]c(=O)c(COC(=O)c3ccco3)cc2c1,i,i
CC(C(=O)NCc1ccccc1)N1C(=O)C2CC=C(Cl)CC2C1=O (configuration not stated),i,i
COC(=O)CN(c1ccccc1)S(=O)(=O)c1ccc(F)cc1,i,i
Cc1cccn2c(CN(C)CC3CCCCO3)c(C(=O)N3CCCCC3)nc12 (configuration not stated),i,i
CCc1noc(C)c1C(=O)NNC(=O)COc1ccc(C)cc1,i,i
CCOC(=O)N1CCN(S(=O)(=O)c2cc3c(cc2C)NC(=O)CO3)CC1,i,i
CC(=O)c1c(N2CCOCC2)nc(=S)n(Cc2ccccc2)c1C,i,i
CC(=O)c1ccc(NC(=O)CSc2nnc(-c3ccco3)o2)cc1,i,i
COc1ccccc1OCc1cc(-c2ccccc2)no1,i,i
COc1cccc(CC(=O)Nc2ccc(-c3csc(C)n3)cc2)c1,i,i
C=CCNC(=O)c1ccc2nccnc2c1,i,i
Cc1ccc(NC(=O)CN2CCc3ccccc3C2)cc1S(=O)(=O)N(C)C,i,i
Cc1ccc(S(=O)(=O)N(C)CCCC(=O)Nc2cc(C)ccc2C)cc1,i,i
COC(=O)c1ccc(OC)c(CSc2nnc(-c3ccc(C(C)(C)C)cc3)o2)c1,i,i
c1ccc(CNc2nc(-c3cccs3)nc3ccccc23)cc1,i,.
CN(/N=C/Cc1nnnn1-c1ccc(Cl)cc1)c1ccccc1,i,i
O=C(CSc1nncn1-c1cccnc1)Nc1cccc([N+](=O)[O-])c1,i,i
CNC(=O)CN1C(=O)NC(Cc2c[nH]c3ccccc23)C1=O (configuration not stated),i,i
Cc1sc2ncnc(NCC3(N4CCOCC4)CCCCC3)c2c1C,i,i
CS(=O)(=O)Nc1cccc(C2=NN(C(=O)c3cccc(F)c3)C(c3cccs3)C2)c1 (configuration not stated),i,i
COc1ccc(S(=O)(=O)Nc2ccc(Cc3ccncc3)cc2)cc1C,i,i
C/C(=N\NC(=O)c1nn(C)c(C)c1Br)c1ccc(NC(=O)c2ccccc2F)cc1,i,i
O=C(C[n+]1ccc(C(=O)NCCCO)cc1)c1cccc(Br)c1,i,i
CCC(C)(C)NC(=O)C(c1ccc(F)cc1)N(Cc1ccc(OC)cc1)C(=O)c1cnccn1 (configuration not stated),i,i
Cc1ccccc1OCc1nnc(SCC(=O)Nc2ccc3c(c2)OCO3)n1C,i,i
O=S(=O)(Nc1nc2ccc(S(=O)(=O)N3CCCCC3)cc2s1)c1ccccc1,i,i
Cc1nnc2ccc(-c3ccc(NC(=O)c4ccc(Cl)nc4)cc3)nn12,i,i
O=C(COc1ccc(/C=N/NC(=O)C(=O)N2CCCCCC2)cc1)Nc1ccccc1Cl,i,i
CCOc1cccc(=O)c2c(C)n(CC(=O)c3ccccc3)c(C)c12,i,i
CCc1nnc(NC(=O)c2ccc(S(=O)(=O)N(C)Cc3ccccc3)cc2)o1,i,i
COC(=O)C(CSCc1ccccc1)NC(=O)CSc1nc(C)cc(=O)[nH]1 (configuration not stated),i,i
CCN1C(=O)C(CC(=O)Nc2ccc(OC)cc2)N(CCc2ccccc2F)C1=S (configuration not stated),i,i
COc1ccc(N2CCN(C(=O)c3ccc(Cl)c(S(=O)(=O)N4CCCC4)c3)CC2)cc1,i,i
Cc1ccc(/C=C(\C#N)C(=O)Nc2ccccn2)o1,i,i
Cc1cccc(NCC(=O)NNC(=S)Nc2ccccc2)c1,i,i
CC(Oc1cc(Cl)ccc1Cl)C(=O)N/N=C\c1ccnn1C (configuration not stated),i,i
Cc1cc(NS(=O)(=O)c2ccc(NC(=O)c3ccc(Br)o3)cc2)nc(C)n1,i,i
O=C1C2C3CCCC3=C3CCCC3C2C(=O)N1c1ccc(Cl)cc1 (configuration not stated),i,i
Nc1nn(S(=O)(=O)c2ccccc2)cc1-c1cccc([N+](=O)[O-])c1,i,i
Cc1c(Cl)c([N+](=O)[O-])nn1CCCC(=O)Nc1cccc(O)c1,i,i
CCOc1ccc(C2=NNC(c3cccnc3)=Nc3ccc(OC)cc32)cc1,i,i
CC(Sc1ccc(Cl)cc1)C(=O)NCC1CCCO1 (configuration not stated),i,i
Cc1c(NC(=O)COC(=O)CCc2c[nH]c3ccccc23)c(=O)n(-c2ccccc2)n1C,i,i
COc1ccc(CCNC(=O)CN(Cc2ccc(Cl)cc2)S(C)(=O)=O)cc1,i,i
O=[N+]([O-])c1ccc(CN2CCCCCC2)cc1,i,i
O=C(Nc1ccc(C(=O)N2CCN(c3ccccc3)CC2)cc1)C1=CSCCO1,i,i
CCOC(=O)C1CCN(S(=O)(=O)c2ccc(Cl)cc2)CC1,i,i
O=C1CCCC(O)=C1N=Nc1ccc2ncsc2c1,i,i
Cc1cc(NC(=O)COC(=O)C2CCN(S(=O)(=O)c3ccccc3)CC2)c([N+](=O)[O-])cc1C,i,i
O=S(=O)(CCc1nnc(-c2ccc(Br)cc2)o1)c1ccc(Cl)cc1,i,i
O=C(NCCN1CCCCC1)c1cc(Cl)ccc1Cl,i,i
Cn1ncc(C#N)c1NC(=O)C1CC(c2c(F)cccc2Cl)=NO1 (configuration not stated),i,i
COc1ccccc1C1(O)C(=O)Nc2ccc(C)cc21 (configuration not stated),i,i
C#CCOc1nc(Nc2cccc([N+](=O)[O-])c2)nc(OCC#C)n1,i,i
CCOC(=O)c1ccc(NCC(O)COc2ccccc2)cc1 (configuration not stated),i,i
Cc1ccc(NC(=O)c2ccco2)c(NC(=O)c2ccc(Cl)cc2)c1,i,i

# Another view of 15 compounds above.
compound | KCNQ2 inh | CHT inh
CC(Sc1ccc(Cl)cc1)C(=O)NCC1CCCO1 (configuration not stated) | i | i
Cc1c(NC(=O)COC(=O)CCc2c[nH]c3ccccc23)c(=O)n(-c2ccccc2)n1C | i | i
COc1ccc(CCNC(=O)CN(Cc2ccc(Cl)cc2)S(C)(=O)=O)cc1 | i | i
O=[N+]([O-])c1ccc(CN2CCCCCC2)cc1 | i | i
O=C(Nc1ccc(C(=O)N2CCN(c3ccccc3)CC2)cc1)C1=CSCCO1 | i | i
CCOC(=O)C1CCN(S(=O)(=O)c2ccc(Cl)cc2)CC1 | i | i
O=C1CCCC(O)=C1N=Nc1ccc2ncsc2c1 | i | i
Cc1cc(NC(=O)COC(=O)C2CCN(S(=O)(=O)c3ccccc3)CC2)c([N+](=O)[O-])cc1C | i | i
O=S(=O)(CCc1nnc(-c2ccc(Br)cc2)o1)c1ccc(Cl)cc1 | i | i
O=C(NCCN1CCCCC1)c1cc(Cl)ccc1Cl | i | i
Cn1ncc(C#N)c1NC(=O)C1CC(c2c(F)cccc2Cl)=NO1 (configuration not stated) | i | i
COc1ccccc1C1(O)C(=O)Nc2ccc(C)cc21 (configuration not stated) | i | i
C#CCOc1nc(Nc2cccc([N+](=O)[O-])c2)nc(OCC#C)n1 | i | i
CCOC(=O)c1ccc(NCC(O)COc2ccccc2)cc1 (configuration not stated) | i | i
Cc1ccc(NC(=O)c2ccco2)c(NC(=O)c2ccc(Cl)cc2)c1 | i | i

# (continued)
SMILES,KCNQ2 inh,CHT inh
CCCCCCC1C(C#N)=C(N)OC2=C1C(=O)CCC2 (configuration not stated),i,i
O=C(NCc1ccccc1Cl)C1CCCN(S(=O)(=O)c2cccc3nsnc23)C1 (configuration not stated),i,i
CC(c1ccco1)N(C(=O)c1ccccc1NS(=O)(=O)c1ccc(Cl)cc1)c1ccccn1 (configuration not stated),i,i
Cn1cc(CC(=O)NCCCN2CCOCC2)c2ccccc21,i,i
CCN1CCc2c(OCC(=O)Nc3cccc(C)c3C)cccc2C1=O,i,i
O=C(Cn1cnc2ccccc2c1=O)NCC(=O)N1CCN(c2ccccn2)CC1,.,i
C#CCOCCOCCOCCNc1nc(N2CCN(C(=O)Cn3cc(CCCN=C(N)N)nn3)CC2)nc(N2CCN(C(=O)[C@H]([C@@H](C)CC)n3cc(CCCCN)nn3)CC2)n1,.,i

# Screening results: PubChem, Johns Hopkins Ion Channel Center
